Hck-Nef inh = human Hck-Nef kinase inhibition | P08631 | Recombinant Hck-YEEI plus Nef, Z-Lyte FRET kinase assay | inhibition, % at 20 µM | actives 0.68% (n = 220,000) | AID 463187;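 active means Hck-Nef kinase inhibition above about 50%, limit read from the data; inactive means inhibition below that limit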;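 further: 0% = DMSO with Hck plus Nef and 100% = Hck alone without Nef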
Target sequence (P08631 whole entry, looked up): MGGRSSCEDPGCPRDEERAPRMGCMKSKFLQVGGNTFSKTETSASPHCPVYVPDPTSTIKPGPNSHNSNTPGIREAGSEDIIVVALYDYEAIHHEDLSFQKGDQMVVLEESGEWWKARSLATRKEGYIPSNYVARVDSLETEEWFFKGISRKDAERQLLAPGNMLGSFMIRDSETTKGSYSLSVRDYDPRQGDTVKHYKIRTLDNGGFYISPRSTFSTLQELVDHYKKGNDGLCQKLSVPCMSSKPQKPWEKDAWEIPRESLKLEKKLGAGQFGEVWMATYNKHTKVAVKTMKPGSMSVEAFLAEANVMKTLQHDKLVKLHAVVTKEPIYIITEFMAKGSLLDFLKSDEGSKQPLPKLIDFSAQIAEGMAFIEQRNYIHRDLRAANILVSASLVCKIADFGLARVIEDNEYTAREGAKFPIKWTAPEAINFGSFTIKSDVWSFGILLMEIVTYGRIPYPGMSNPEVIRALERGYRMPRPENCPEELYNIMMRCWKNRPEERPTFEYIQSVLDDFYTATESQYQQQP
zVAD death inh = blocks zVAD induced death of L929 cells; actives 0.38% (n = 220,000); viability rescue, % at 10 µM; L929 zVAD necroptosis rescue, ATP luminescence, 24 h; with zVAD 60 µM; AID 1377;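 active means activation, scaled between plate controls, above about 75%, limit read from the data; inactive means activation under that limit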;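 further: 0% = zVAD with DMSO and 100% = DMSO alone without zVAD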
Calpain2 inh = calpain II (pig) inhibition. purified calpain II, fluorogenic peptide substrate, 30 min. inhibition, % at 16 µM. actives 0.37% (n = 220,000). AID 1236;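 active means inhibition above about 50%, limit read from the data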
TbHK1 inh = T. brucei hexokinase 1 inhibition. recombinant TbHK1, G6PDH-coupled NADH A340. inhibition, % at 10 µM. actives 0.11% (n = 220,000). AID 1430;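 active means inhibition of 50% or more in the single-dose primary screen; inactive means inhibition below 50%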
eIF4E-4G inh = blocks eIF4E binding to eIF4G; P63073+Q04637; TR-FRET eIF4E-eIF4GI(517-606) binding, 2 h; inhibition, % at 21.7 µM; actives 0.37% (n = 220,000);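 active means inhibition above about 30%, limit read from the data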;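 further: 0% = full FRET control wells and 100% = background wells lacking eIF4GI fragment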
Rad51 HR inh = blocks human Rad51 in homologous recombination | Q06609 | hRad51 DNA strand exchange, fluorescence dequenching | inhibition, % at 10 µM | actives 0.085% (n = 200,000) | AID 1385;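 active means inhibition above 40% at the single screening dose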;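 further: 0% = DMSO control wells and 100% = blanks with heterologous ssDNA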
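material = hRad51 filaments on single-stranded DNA | timing = filaments 15 min 37 °C, then compound 30 min | signal = FRET fluorescence dequenching, excitation 485 nm, emission 520 nm | benchmarks = control wells and blank wells on each plate | evaluation = percent inhibition relative to plate controls and blanks | compound = 10 µM final, single point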
EP2 modulator = modulates human prostaglandin E2 receptor EP2 signaling. induction, % at 25 µM. EP2-expressing cells, cAMP HTRF FRET, PGE2 co-stimulation. P43116. actives 0.83% (n = 260,000);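 active means compounds whose cAMP rise, as percent of the full-agonist control response, exceeds 60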;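 further: rat C6 glioma line stably carrying human EP2 under a CMV promoter; the protocol text gives 20 µM as final concentration; 100% = response of wells given 1 µM PGE2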
14-3-3 Bad inh = disrupts binding of bovine 14-3-3 zeta to phospho-Bad peptide | P63103 | TR-FRET 14-3-3zeta/Dy647-pBad peptide displacement, 1 h | inhibition, % at 21.7 µM | actives 0.71% (n = 220,000);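 active means inhibition above about 70%, limit read from the data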;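 further: 0% = full 14-3-3 plus peptide FRET controls and 100% = background without 14-3-3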
Target sequence (P63103 whole entry, looked up): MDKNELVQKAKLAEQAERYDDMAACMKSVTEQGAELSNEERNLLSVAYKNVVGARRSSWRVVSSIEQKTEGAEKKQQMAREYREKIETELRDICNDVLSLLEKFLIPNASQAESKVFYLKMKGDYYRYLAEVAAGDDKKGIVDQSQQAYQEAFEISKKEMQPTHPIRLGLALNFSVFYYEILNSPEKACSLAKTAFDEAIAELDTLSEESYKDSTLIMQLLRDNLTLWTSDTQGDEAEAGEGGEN
PGE2 EP2 inh = EP2 receptor (human) inhibition | inhibition, % at 25 µM | P43116 | C6 glioma cells expressing human EP2, cAMP TR-FRET; cells stimulated with saturating PGE2 | AID 1422 | actives 0.52% (n = 260,000);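 active means percent inhibition above 40 after rounding to a whole number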;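 further: rat C6 glioma host cells with rolipram phosphodiesterase inhibitor present; the protocol text gives 20 µM as final concentration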
Numbers without * were called inactive; i = inactive; nt = not tested or not shown; & = joins results of further samples; [ ] = another dose, or the depositor's remark. A portion of the library; count on the stated rates, not on these rows.

SMILES | Hck-Nef inh | zVAD death inh | Calpain2 inh | TbHK1 inh | eIF4E-4G inh | Rad51 HR inh | EP2 modulator | 14-3-3 Bad inh | PGE2 EP2 inh
COCCNC(=S)N(Cc1cccs1)Cc1cc2cccc(C)c2[nH]c1=O | 12 | -1.2 | 13 | -15 | -1 | -4 | -30 | -1 | 15
CC[C@H](C)[C@@H](C(=O)N1CCNCC1)n1cc([C@@H](N)Cc2ccc(O)cc2)nn1 | -5 | -0.3 | -6 | -1 | 2 | -2 | 6 | 1 | 14
COc1cc(NC(=O)c2ccc3c(c2)OCO3)c2ncccc2c1 | -4 | -0.8 | -43 | -10 | -11 | 0 | 42 | 1 | 16
C=CCN=Cc1c(C)[nH]n(-c2ccccc2)c1=O | 23 | 1.6 | -50 | -8 | 0 | -10 | 16 | -10 | 5
O=C(OC(c1ccccc1)c1nccc2ccccc12)c1cccc([N+](=O)[O-])c1 (stereo not given) | -1 | -0.2 | 34 | -6 | -2 | -14 | 22 | 12 | 9
Cc1cc(=O)[nH]c(N/N=C/C2=C(N3CCOCC3)C(=C\c3ccc(Cl)cc3)/CC2)n1 | 1 | 2.1 | -98 | -22 | 4 | -10 | 5 | 17 | 2
CC1=C(C#N)C(c2cccnc2)C2=C(CC(C)(C)CC2=O)N1 (stereo not given) | 5 | -0.7 | i | -1 | 5 | -4 | 58 | -9 | 13
COC(=O)c1cc2n3ccccc3c(C)c(-c3ccccc3)c-2c1C(=O)OC | 1 | 0.5 | -84 | -47 | 6[fluorescence artefact?] | -8 | 10 | -15[fluorescence artefact?] | 21
NC(=O)c1sc2nccc(Nc3ccccc3)c2c1N | 42 | 68 | nt | -11 | nt | 1 | nt | nt | 10
O=P(O)(CCc1ccccc1)C(O)c1ccccc1 (stereo not given) | 0 | 0.1 | -3 | 0 | 4[fluorescence artefact?] | 11 | 21 | 13[fluorescence artefact?] | 8
CNc1nc(SC)nc(N(C)C#N)n1 | -17 | 1.6 | -13 | -3 | 2 | 6 | -5&27 | -7 | 6&3
CCS(=O)(=O)Nc1ccc(-c2ccc(NS(=O)(=O)CC)c(OC)c2)cc1OC | 1 | 1.7 | -14 | -2 | 4 | -8 | 11 | 10 | 13
COc1ccc(Cc2noc(CN(C)CCc3ccccc3)n2)cc1OC | -2 | 0.1 | 10 | -13 | 0 | nt | 15 | -1 | 6
O=C(O)CSCCC(=O)Nc1ccc(F)cc1 | 3 | -0.2 | 17 | 0 | 0 | -5 | 10 | -3 | 12
CCCCn1c(CNC(=O)CCC)nc2ccccc21 | 16 | 0.5 | -8 | -2 | 5[fluorescence artefact?] | 1 | -8 | -3 | 10
CC(C)OC(=O)CSc1nnc(-c2ccc(Cl)cc2)n1N | 1 | 3.6 | 2 | -5 | -6 | -2 | -16 | 13 | 7
CCCN1/C(=C2/SC(=S)N(CC)C2=O)C=Cc2ccccc21 | -9 | -0.7 | -1 | 17 | -14 | -6 | 63* | -12 | 11
COc1ccc(-c2csc3ncn(-c4ccccc4)c(=O)c23)cc1OC | 20 | 69 | 2 | -5 | 4 | 5 | 7 | 10 | 13
O=C(NC1CCCC1)C(=O)N(Cc1cccnc1)C(C(=O)NCc1ccco1)c1ccccc1F (stereo not given) | 18 | 5.1 | -24 | -5 | -2 | 0 | -2 | -5 | 17
Cc1onc(-c2ccccc2)c1C(=O)NCc1cccs1 | 1 | -0.1 | 6 | -5 | -4 | 0 | 15 | 1 | 9
CCOC(=O)Nc1nc(-c2ccccc2)c(C(=O)c2ccc(Cl)cc2)s1 | 1 | -1.2 | 9 | -22 | -3 | -2 | 59 | -17 | 10
COC(=O)CC1SC(=O)NC1=Nc1ccc(C)cc1 (stereo not given) | -3 | 1.5 | 22 | -5 | -1 | -5 | 14 | 7 | 15
C=CCC(C=C)S(=O)(=O)c1ccc(C)cc1 (stereo not given) | 11 | -0.3 | 4 | -9 | 1 | 1 | -12 | -10 | 2
Cc1ccc(-c2nnc(N3CCCCC3)c3ccccc23)cc1 | 22 | 0.6 | 22 | -18 | 0 | 20 | 33 | 5 | 11
C=CCc1ccc(OCCCCN2CC(C)OC(C)C2)c(OC)c1 (stereo not given) | -1 | -0.3 | -10 | 1 | -1 | -3 | 6 | -1[fluorescence artefact?] | 12
CCCN(CC(=O)Nc1cc(C)on1)S(=O)(=O)c1cccc(C(F)(F)F)c1 | -20 | -0.3 | 24 | -6 | 0 | -2 | -6 | 0 | 10
CC1=Nc2ccccc2NC(=O)C1Sc1nnc(C)s1 (stereo not given) | 6 | 1.1 | 13 | -7 | -1 | 7 | 11 | -8 | 10
Cc1ccc(NC(=O)c2ccc(NCc3ccco3)c([N+](=O)[O-])c2)cc1Cl | 5 | 1.4 | 38 | -8 | 5 | -17 | 2 | 4[fluorescence artefact?] | 8
Cc1ccc(S(=O)(=O)Nc2c(C)nn(C)c2C)cc1 | 0 | 1.1 | -7 | -15 | 0[fluorescence artefact?] | -8 | -29&-5 | -5 | 5&6
CC(=O)Nc1cccc(OC(=O)c2ccoc2C)c1 | 0 | -0.1 | 34 | 4 | -4 | -2 | -8 | -6 | 4
CCOC(=O)CCNc1n[nH]c(=O)[nH]c1=O | 1 | 0.0 | -10 | 2 | 0 | -1 | 15 | 1 | 5
Cc1cc(C)nc(/N=c2/ssnc2Cl)c1 | 0 | 0.2 | -225 | 18 | 4 | -6 | -4 | 25 | 11
Cc1ccc(CNC(=O)C2CC(c3cccc([N+](=O)[O-])c3)=NO2)cc1 (stereo not given) | 2 | 1.3 | -1 | 3 | 2 | -3 | -38 | 7 | -3
COc1ccccc1C(=O)n1nc(-c2ccco2)nc1SC | -110 | -1.2 | -13 | -1 | 1 | -39 | 52 | -6 | 5
COc1ccc(/C=N/NC(=O)OC(C)(C)C)cc1OC | 1 | 2.8 | -12 | -4 | -1 | 4 | -23 | 13 | 8
CC1(C)CC(=O)C2=C(C1)N(Cc1ccco1)C(=O)C2(NC(=O)c1ccc(Cl)cc1Cl)C(F)(F)F (stereo not given) | -1 | 0.4 | -31 | -4 | -4 | 0 | 30 | -5[fluorescence artefact?] | 7
Cc1cc(/C=C(\C#N)c2nc3ccccc3[nH]2)c(C)n1C | 14 | 4.8 | -24 | -19 | 7 | -52 | -31 | -9 | 9
Cc1ccc(NC2=NCCCCC2)cc1 | 2 | 0.0 | 4 | -3 | -21 | -4 | 2 | -6[fluorescence artefact?] | 6
CCc1n[n+](CC(=O)c2ccccc2)c(N)s1 | -3 | 1.2 | 9 | -2 | 3 | 3 | 2 | -1 | 5
CC(C)Cc1nc2sc3c(=O)[nH]cnc3c2c2c1CCCC2 | 21 | 0.8 | -17 | -4 | 5 | 39 | 53 | -8 | 7
CCCCCN1C(=O)Cn2c(nc3ccccc3c2=O)C1C (stereo not given) | -10 | 0.3 | -1 | -1 | 1 | -24 | 15 | -3 | 2
CC(=O)NC1(C(F)(F)F)C(=O)N(Cc2ccccc2)C2=C1C(=O)CC(C)(C)C2 (stereo not given) | 0 | -0.5 | 4 | 2 | -2 | -49 | 12 | 4 | 5
O=C(c1cc(=O)c2ccccc2o1)N1CCN(c2cccc(Cl)c2)CC1 | -6 | 0.9 | 0 | 3 | 1 | -5 | -23 | -2 | 0
CN(C)CCNC(=O)c1cc(Sc2ccc(F)cc2)nc2ccccc12 | 23 | 22 | 0 | -2 | 6 | 0 | -40 | 1 | 1
C=CCSc1nnc(NC(=O)c2ccc(Cl)nc2)s1 | 1 | -0.1 | -20 | -41 | 1 | 4 | 6 | 7 | 13
Cn1c(=O)n(C)c2cc(/C=C3/SC(=O)N(CC(=O)N4CCOCC4)C3=O)ccc21 | 4 | 0.1 | -22 | -15 | 0 | 23 | 11 | -6[fluorescence artefact?] | 11
O=c1c(Cl)c(N/N=C/c2ccc(Br)cc2)cnn1-c1ccccc1 | 3 | 0.0 | -11 | -22 | 9 | nt | 19 | 61 | nt
Cc1ccc(CSc2nnc(CCNC(=O)OC(C)(C)C)o2)cc1 | 14 | 0.1 | -40 | -5 | -1 | nt | 8 | -11 | 10
CCOC(=O)N1CCN(c2ncc(C(F)(F)F)cc2Cl)CC1 | 20 | 0.1 | 29 | 4 | 1 | 2 | 23 | 2 | 5
Nc1ccc2c(c1Cl)C(=O)c1ccc(N)c(Cl)c1C2=O | 39 | 43 | -22 | -22 | 19 | 16 | -11 | 60 | 11
N#CC1=C(N)Oc2n[nH]c(-c3ccncc3)c2C1c1ccsc1 (stereo not given) | 1 | -0.5 | -17 | -2 | 5[fluorescence artefact?] | 5 | 4 | -16[fluorescence artefact?] | 13
Cc1cc(Nc2nc3ccccc3nc2Cl)n(-c2ccc([N+](=O)[O-])cc2)n1 | -2 | 0.8 | -147 | -14 | 1 | 12 | -13 | 3 | 10
COc1ccc(CN2CCN(C(=O)CC(C)C)CC2)cc1OC | 2 | 0.1 | 15 | 2 | 18 | 8 | 20 | 74* | 12
CCCCOP(=O)(c1ccc(N(C)C)cc1)C(O)c1ccncc1 (stereo not given) | 2 | 0.0 | -12 | -1 | -3[fluorescence artefact?] | 4 | 21 | -8[fluorescence artefact?] | 1
CNC(=S)N1N=C(c2ccccc2)CC1c1ccc(OC)c(OC)c1 (stereo not given) | 0 | -0.9 | 15 | -26 | 0 | -6 | 26 | -15[fluorescence artefact?] | 14
COc1cc(C2C(C#N)=C(N)Oc3cc(C)n(CCc4ccccc4)c(=O)c32)cc2c1OCO2 (stereo not given) | -7 | 0.1 | -6 | 5 | -35[fluorescence artefact?] | 6 | 9 | -4[fluorescence artefact?] | 16

Screening data deposited in PubChem BioAssay by several laboratories.
